MsrA inhibitor: bovine MsrA inhibition; purified bovine MsrA, absorbance read-out; inhibition, % at 15.5 µM; 360,000 tested, 0.75% active; in the data active = inhibition above about 4.5%;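 note: 0% = vehicle wells with enzyme and 100% = reference inhibitor wells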
CSN inh: blocks human CSN-mediated cullin deneddylation; Q92905; Purified CSN, SCF-Nedd8-OG deneddylation, fluorescence polarization; inhibition, % at 12.5 µM; 360,000 tested, 0.38% active; AID 651999;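 active = pattern-corrected inhibition above about 35%, with an unprinted fluorescence ratio check between 0.5 and 1.5, limit read from the data, passing the limit was not always enough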;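 note: 0% = enzyme with substrate and 100% = substrate without enzyme; some results filed as inactive read as strong as hits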
Target sequence (Q92905 whole entry, looked up, one chain of several): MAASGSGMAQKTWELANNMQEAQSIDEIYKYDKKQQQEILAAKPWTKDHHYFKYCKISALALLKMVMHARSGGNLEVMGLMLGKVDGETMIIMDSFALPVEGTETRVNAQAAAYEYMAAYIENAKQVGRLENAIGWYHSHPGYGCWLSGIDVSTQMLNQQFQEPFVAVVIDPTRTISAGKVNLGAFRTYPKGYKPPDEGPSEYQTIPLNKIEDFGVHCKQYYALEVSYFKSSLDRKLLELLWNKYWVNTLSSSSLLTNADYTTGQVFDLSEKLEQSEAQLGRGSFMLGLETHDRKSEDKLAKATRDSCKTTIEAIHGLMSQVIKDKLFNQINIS
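test system = HEK293T-derived human Csn5 enzyme | amount = 0.24 nM Csn5 enzyme, final concentration | medium = Tris/NaCl/DTT buffer, pH 7.5 | schedule = 90 min reaction at room temperature | signal = FP | evaluation = inhibition of Csn5 cleavage, % | compound dosing = single dose of 12.5 µM compound with 0.25% DMSO | probe or stimulus = 10 nM SCFSkp2-Nedd8OG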
Rin1 Abl inh: blocks binding of human Rin1 to Abl; P00519+Q13671; TR-FRET Rin1/Abl binding, biochemical; inhibition, % at 7.35 µM; 360,000 tested, 0.4% active; AID 588664; in the data active = inhibition above about 5%, passing the limit was not always enough
Rpn11 block: Rpn11 (human) deubiquitinase inhibition | 360,000 tested, 0.59% active | human 26S proteasome, Ub4-pepOG fluorescence polarization; 20S core pre-blocked with epoxomicin | calls only at 20 µM | O00487 | AID 588493;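 active = inhibition at 20 µM, scaled to each plate's controls, above about 33%, limit read from the data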
Target sequence (O00487 whole entry, looked up): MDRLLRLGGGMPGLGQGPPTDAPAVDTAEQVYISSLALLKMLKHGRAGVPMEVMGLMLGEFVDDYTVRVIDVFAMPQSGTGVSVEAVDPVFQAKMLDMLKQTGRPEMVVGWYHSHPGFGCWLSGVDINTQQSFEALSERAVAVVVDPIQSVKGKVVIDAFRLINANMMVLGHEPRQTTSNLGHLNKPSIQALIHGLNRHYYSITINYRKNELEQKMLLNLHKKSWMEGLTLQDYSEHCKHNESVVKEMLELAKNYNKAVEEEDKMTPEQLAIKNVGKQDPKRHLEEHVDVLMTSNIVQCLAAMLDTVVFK
FAS-TE inh: blocks the thioesterase domain of human fatty acid synthase | P49327 | recombinant FAS-TE, OMFH fluorogenic substrate, fluorescence endpoint | inhibition, % at 15 µM | 360,000 tested, 0.67% active | AID 602261;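 active = compounds whose normalised, plate-corrected inhibition of enzyme fluorescence in the single-dose primary screen is 50% or more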;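 note: 0% = DMSO with enzyme and 100% = substrate without enzyme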
eLon inh: inhibitors of E. coli Lon protease | 360,000 tested, 0.42% active | purified E. coli Lon protease, fluorescence polarization | P0A9M0 | AID 602123 | inhibition, % at 7.94 µM; in the data active = inhibition above about 13%, passing the limit was not always enough;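 note: 0% = enzyme with probe and DMSO and 100% = no enzyme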
MLLE-PAM2 inh: blocks PAM2 peptide binding to the PABP1 MLLE domain; P11940; GST-MLLE / FITC-PAM2 fluorescence polarization; inhibition, % at 20 µM; 360,000 tested, 0.36% active; AID 588489; in the data active = inhibition above about 35%, passing the limit was not always enough;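 note: plate controls were DMSO wells with GST-MLLE for no effect and wells lacking GST-MLLE protein for full effect; some results filed as inactive read as strong as hits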
MT1-MMP act inh: inhibitors of human MT1-MMP activation; HT1080 RFP-PRO-GFP cells, GFP/RFP ratio fluorescence, overnight; percent of plate control window, DMSO zero; GFP/RFP ratio change, % at 20 µM; 360,000 tested, 0.061% active; AID 651647;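 active = GFP/RFP ratio change of at least 30% with cell ATP level not reduced by more than half and red fluorescence within 50% of control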; note: strong numbers were not always called active
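Compound: 20 µM single dose, 1% DMSO / System: HT1080 RFP-PRO-GFP cells / Controls: DMSO and RFP-L50D-GFP cell wells / Read-out basis: GFP/RFP fluorescence ratio / Schedule: overnight compound exposure at 37 °C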
MsrA act: activates bovine MsrA enzyme. activation, % at 10.6 µM. AID 602163. 360,000 tested, 0.3% active. purified bovine MsrA, absorbance read-out; in the data active = activation above about 7.5%;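 note: 0% = vehicle and 100% = reference activator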
The depositor's hits bear a star; i = inactive; · = no result given.

SMILES	MsrA inhibitor	CSN inh	Rin1 Abl inh	Rpn11 block	FAS-TE inh	eLon inh	MLLE-PAM2 inh	MT1-MMP act inh	MsrA act
COC(=O)[C@]1(Cc2ccccc2)N[C@H](CN(C)C(=O)Nc2ccc(C)cc2)[C@@H]2C(=O)N(C)C(=O)[C@@H]21	0.5	3	-1	i	-5	-22	12	2	-3
CC(=O)Nc1ccc(NC(=O)CSc2nnc(COc3ccccc3C)n2CC2CCCO2)cc1 (stereo not given)	0.6	2	-6	i	-6	2	8	3	-9
Cc1oc2c(F)c(F)c(F)c(F)c2c1S(=O)(=O)Nc1cccc(C(F)(F)F)c1	-0.5	4	1	i	38	-9	-5	5	-9
O=C(Nc1ncccn1)C12CC3CC(CC(C3)C1)C2	-0.4	0	0	i	-4	5	-1	-2	1
CCOC(=O)c1ccc(-n2c(CN(CC)CC)nc3ccc([N+](=O)[O-])cc3c2=O)cc1	1.7	2	-3	i	2	-8	6	-3	-1
C[C@H]1CNC(=O)c2c(C(=O)Nc3cccc(Cl)c3)ncn21	0.0	1	-5	i	-2	-12	9	4	-3
CCCCn1c(=O)nc2n(-c3ccc(Cl)cc3)c3ccccc3cc-2c1=O	0.1	-1	-3	i	-7	-2	-51	3	-3
CC(C)(C)n1nnnc1C(c1ccccc1)N1CCN(c2c(Cl)cncc2Cl)CC1 (stereo not given)	1.3	1	·	·	20	6	·	-1	-6
Cc1cccc(NC(=O)CSc2nnc(-c3cc(C)n(-c4ccccc4)c3C)o2)c1C	-0.3	2	-1	i	16	-7	-1	-4	-7
CC(C)OC(=O)CSc1nc2cccnc2n1-c1ccc(F)cc1	2.0	6	5	i	-6	5	-1	-2	-2
CCOC(=O)c1[nH]c(C)c(C(=O)N2CCc3c([nH]c4ccccc34)C2c2ccccn2)c1C (stereo not given)	0.6	-6	4	i	6	2	-9	-9	-5
Cc1ccc(S(=O)(=O)N2[C@@H](c3cccc(Cl)c3)C(C(=O)O)=CC[C@H]2c2ccc3c(c2)OCO3)cc1	0.1	-3	1	i	0	2	8	0	-3
CCC(/C=N/NC(=O)CCCCC(=O)N/N=C/C(CC)CC)CC	-0.2	-6	3	i	-10	1	2	4	-8
CCCSCCCNC(=O)Cn1nc(CC)n2c(cc3c(OC)cccc32)c1=O	-1.1	3	1	i	-4	0	3	-4	-2
Cn1c(SCc2c(F)cccc2Cl)nnc1-c1cnccn1	-1.1	-4	-3	i	-9	-12	-3	-7	-6
Cn1nc(C(=O)NC2CCCc3ccccc32)ccc1=O (stereo not given)	2.8	-2	0	i	-5	7	-4	1	-1
Brc1ccc(-c2nnc3n2C2(CCCC2)Cc2ccccc2-3)o1	1.2	1	5	i	6	7	8	-12	-1
CC(=O)NS(=O)(=O)c1ccc(NC(=O)/C=C/c2ccccc2Cl)cc1	1.3	4	1	i	-3	-9	14	0	-11
CCCS(=O)(=O)N1CCC(C(=O)NCCN(CC)c2ccccc2)CC1	1.4	-6	0	i	-6	-1	5	8	3
CCOc1ccc(-c2nnc(SCC(=O)Nc3ccc4c(c3)c3ccccc3n4CC)n2N)cc1	0.9	-2	-1	i	-4	4	-52	-4	-11
S=C(NCc1ccc(Cl)cc1)Nc1ccccc1	-0.3	-1	2	i	15	-2	-49	4	-1
CCCOc1ccc(/C=N/Nc2ccc(C(=O)O)cc2)c(OCCC)c1	1.7	-4	-3	i	10	0	12	1	-3
COc1cccc(NC(=O)COC(=O)c2ccc(C)c(S(=O)(=O)N3CCCCC3)c2)c1	1.8	-3	2	i	29	-10	6	6	1
O=C(O)CCCC(=O)NNc1nc(-c2ccccc2)c2cc(Cl)ccc2n1	-0.6	0	-2	i	-6	-5	10	1	-2
COc1cccc(-c2nc(=S)c3c(n2Cc2ccco2)CCCC3)c1	0.6	7	-3	i	19	-4	13	-9	-4

Continued.
SMILES	MsrA inhibitor	CSN inh	Rin1 Abl inh	Rpn11 block	FAS-TE inh	eLon inh	MLLE-PAM2 inh	MT1-MMP act inh	MsrA act
COc1cccc(C=NNC(=O)C2CC2)c1	0.0	-7	0	i	-5	-12	-3	2	2
CC(C)NC(=O)CSc1ccccc1C(=O)N1CCN(S(=O)(=O)Cc2ccccc2)CC1	0.5	0	1	i	-6	5	26	0	-6
CC(C)N(Cc1ccccc1)C(=O)COC(=O)c1ccc2c(c1)OCCO2	1.2	-1	0	i	-4	-2	5	-6	-9
O=C(O)C(Cc1ccc(Cl)cc1)NS(=O)(=O)c1ccc(Cl)cc1 (stereo not given)	-1.2	-4	1	i	3	-9	13	-1	-2
COc1cc(C(=O)N[C@H](C(=O)NC(C)C23CC4CC(CC(C4)C2)C3)C(C)C)cc(OC)c1OC (stereo not given in full)	-0.8	2	2	i	-5	-4	-8	-2	-9
Cc1ccc(NC(=S)N/N=C/c2c(C)[nH]c3ccccc23)cc1	2.1	-6	3	i	11	-18	-11	-2	-5
CN(C)c1ccc(C=NNc2nc3c([nH]2)c(=O)n(C)c(=O)n3C)cc1	2.2	0	-2	i	-6	-18	11	5	-7
CCOC(=O)N1C=CC=C[C@@H]2[C@@H](N3C(=O)c4ccccc4C3=O)C(=O)N21	0.3	-2	0	i	-7	-13	9	-1	-5
CC1CN(C(=O)COC(=O)c2cccs2)CC(C)O1 (stereo not given)	-0.1	-2	-1	i	-5	2	-2	3	-5
COc1ccc(/C=C/C(=O)NCCN2CCOCC2)cc1OC	1.4	-1	-4	i	-4	-8	16	-9	-4
CCOC(=O)C1(C)CCN1C(=O)c1ccc(C#N)cc1 (stereo not given)	1.5	0	-2	i	-5	-4	26	-1	-2
CCc1cc(C(c2ccccn2)N2CCN(C)CC2)c(NC(=O)c2ccccc2)s1 (stereo not given)	0.4	4	1	i	-7	-2	-2	-10	-3
O=C(c1ccccc1)c1ccc(NCCCn2ccnc2)c([N+](=O)[O-])c1	0.8	-3	-4	i	-11	-1	-17	-1	-3
O=C(NCc1cccc(C(F)(F)F)c1)c1cccc(S(=O)(=O)NCc2ccccc2)c1	0.2	5	-2	i	17	-2	-4	-1	0
CC(=O)c1ccc(NC(=O)C2(S(=O)(=O)c3ccccc3)CC2)cc1	-0.5	5	10*	i	-3	-1	12	2	-4
O=S(=O)(c1ccc(NC(=S)N2CCN(c3ccccc3F)CC2)cc1)N1CCOCC1	3.1	-10	2	i	0	-8	-84	2	-9
COC(=O)C1=C(N)c2c(F)cccc2C1(C#N)c1ccc(F)cc1 (stereo not given)	0.9	-3	0	i	9	1	-2	-5	2
Cc1cc2nc(C3CCCCC3)c(CC(C)(C)C)n2c(C)c1Br	0.2	-7	6	i	3	-6	7	0	-4
CC(C)Cn1c(N)c(C(=O)COC(=O)CCc2nc3ccccc3c(=O)[nH]2)c(=O)n(C)c1=O	0.4	6	4	i	-7	0	-1	4	-9
CC(=O)Oc1ccc(N(c2ccccc2)S(=O)(=O)c2ccc(C)cc2)cc1	0.1	9	-1	i	25	-2	-7	-2	-4
Cc1ccc(NC(=O)CN(C(=O)N2CCN(C)CC2)S(=O)(=O)c2ccc(C)cc2)cc1	-1.0	-3	1	i	-6	2	-7	3	-1
O=C(O)c1ccc(CSc2ccccn2)cc1	0.0	-11	1	i	-5	-4	10	3	-3
O=C(c1cccs1)N1CCN(Cc2ccncc2)CC1	0.2	-2	3	i	-10	4	-4	0	0
O=C(Nc1nc(-c2ccc(F)cc2)cs1)C1CCN(C(=O)c2ccc(F)cc2)CC1	-0.4	-4	0	i	15	3	-21	8	0
CCOC(=O)Cc1csc(NC(=O)CCS(=O)(=O)Cc2ccccc2)n1	-0.1	-1	0	i	-11	-2	-2	1	-8

The list continues:
SMILES	MsrA inhibitor	CSN inh	Rin1 Abl inh	Rpn11 block	FAS-TE inh	eLon inh	MLLE-PAM2 inh	MT1-MMP act inh	MsrA act
CCN(CC)C(=O)CSc1n[nH]c(=O)n1CCc1ccccc1	-0.3	4	3	i	-2	-6	-1	0	-2
O=C(COC(=O)c1cc[n+]([O-])cc1)Nc1cccc(F)c1	-0.3	-1	-2	i	-7	-4	4	-4	-3
O=S(N1CCCCCC1)C12CC3CC(CC(C3)C1)C2 (stereo not given)	-0.2	2	-3	i	-3	4	6	-1	-1
CCOc1cccc(C(=O)NNC(=O)C2C3C=CC(C3)C2C(=O)O)c1 (stereo not given)	-0.7	-3	0	i	-8	10	-9	0	-6
Cc1ccc(CNC(=O)c2cn(C)c(=O)c3c2c2ccccc2n3C)o1	0.6	2	-2	i	-3	-8	27	-4	-5
COc1ccc(C)cc1NC(=O)c1c([N+](=O)[O-])cnn1C	1.1	3	0	i	-4	5	-6	-1	-2
CCN(Cc1cc2ccccc2[nH]c1=O)S(=O)(=O)c1ccc(OC)cc1	1.3	0	-3	i	-1	-4	-1	-1	1
O=C(NCc1ccncc1)[C@@H]1CCCN1C(=O)[C@@H]1CCCN1C(=O)c1ccccc1Cl	-1.6	-3	·	·	-6	-4	·	0	-1
CC(C)NC(=S)NN=C1CCC(c2ccccc2)CC1 (stereo not given)	-0.5	1	-1	i	3	-5	-13	3	-1
CCc1ccc(Nc2nnc(SCC(=O)Nc3cccc(S(=O)(=O)NC4=NCCCCC4)c3)s2)cc1	0.5	-7	-2	i	16	0	-125	-1	-3
O=C(COc1ccccc1)Nc1ccccc1Cl	0.5	-3	6	i	5	6	-2	-1	-1
